Assay outcomes from PubChem BioAssay.
NR2E3 ag-1: human photoreceptor-specific nuclear receptor agonism. Q9Y5X4. CHO-S Gal4-NCOR/VP16-NR2E3 two-hybrid, luciferase. inhibition of corepressor binding, % at 3.98 µM. 0.35% of 360,000 active. AID 602229;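 active = inhibition above the mean of all tested compounds plus 3 SD, cut at about 70% in these data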;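 also: 0% = DMSO with NR2E3 transfected cells and 100% = cells lacking NR2E3 construct; higher means lower luciferase signal from less NR2E3 corepressor binding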
Target sequence (Q9Y5X4 whole entry, looked up, the tested form may be a part): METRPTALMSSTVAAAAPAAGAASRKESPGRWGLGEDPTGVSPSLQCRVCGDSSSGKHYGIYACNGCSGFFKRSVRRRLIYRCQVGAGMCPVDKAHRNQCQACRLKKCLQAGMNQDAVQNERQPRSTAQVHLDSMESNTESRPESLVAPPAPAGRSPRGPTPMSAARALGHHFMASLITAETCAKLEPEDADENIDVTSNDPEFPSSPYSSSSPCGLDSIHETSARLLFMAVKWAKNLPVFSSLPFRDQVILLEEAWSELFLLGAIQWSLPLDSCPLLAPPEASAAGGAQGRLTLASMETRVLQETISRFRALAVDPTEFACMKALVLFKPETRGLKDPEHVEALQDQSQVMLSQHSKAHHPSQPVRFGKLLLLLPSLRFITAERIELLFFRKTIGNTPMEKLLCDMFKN
HIF-2a inh: HIF-2a inhibition | 786-0 RCC cells HIF-2a reporter, luciferase luminescence, overnight | inhibition, % at 18.8 µM | 0.72% of 360,000 active;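 active = inhibition of the luminescence signal of 40% or more relative to plate controls, in a single-dose primary screen at 18.75 µM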
CF NFkB block: inhibitors of cystic fibrosis induced NF-kB; inhibition, % at 5 µM; KKLEB NF-kB-GFP reporter, PAF-induced, GFP fluorescence overnight; 0.86% of 360,000 active;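 active = at least 50% inhibition at 5 µM, scaled per plate between neutral and stimulator controls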;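 also: PAF is a Pseudomonas aeruginosa culture filtrate used as stimulus; plate controls were PAF-stimulated DMSO wells for no effect and unstimulated DMSO wells for full effect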
Shn3 inh set2: inhibitors of Schnurri-3 3'UTR reporter in osteoblasts | AID 588674 | Clone20 osteoblast Shn3 3'UTR firefly luciferase, 24 h | inhibition, % at 12.5 µM | 0.52% of 360,000 active;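 active = mean inhibition of at least 75% with every replicate also reaching 75%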;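 also: 0% = median of neutral control wells and 100% = pilot-screen positive control compound; some compounds past the cut are filed as inactive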
MITF TRPM1 inh: MITF TRPM1 promoter inhibition in SK-MEL-5 cells | inhibition, % at 12.5 µM | SK-MEL-5 TRPM1 promoter luciferase, 24 h | 0.83% of 330,000 active;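 active = mean inhibition across replicates of 60% or more, whatever share of single replicates reaches that level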; also: values of inactives mirror those of a sister screen read the other way
TWEAK-Fn14 inh: blocks TWEAK-Fn14 interaction in a reporter cell assay. inhibition, % at 10 µM. 2% of 360,000 active. TWEAK-stimulated Fn14 reporter cells, luciferase luminescence, 8 h; in the data active = inhibition above about 50%
Peg3 prom inh: reduces Peg3 promoter-driven luciferase expression in HeLa; HeLa PEG-Prom luciferase reporter, luminescence, overnight; inhibition, % at 20 µM; 1.7% of 360,000 active; AID 588405;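 active = inhibition of at least 50% at 20 µM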
NR2E3 ag-2: activates human photoreceptor nuclear receptor NR2E3. Q9Y5X4. GST-NR2E3/biotin-RetCOR TR-FRET, 1536-well. inhibition of corepressor binding, % at 4.78 µM. 0.12% of 320,000 active. AID 2300;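 active = percent inhibition above the cutoff of mean plus 3 SD of all tested compounds, set per screening campaign, cut at about 20% in these data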;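 also: 0% = DMSO wells and 100% = biotin wells as full block of FRET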
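Test system – NR2E3–RetCOR corepressor complex · Quantity – NR2E3 fusion 1.35 nM · Buffer or medium – Tris pH 7.5 · Incubation – Compound–protein incubation for 5 h at 4 °C · Technique – TR-FRET, Eu(K)-anti-GST donor, streptavidin-D2 acceptor, ex 340, em 617/671 nm · Evaluation – percent inhibition of 671/617 nm emission ratio versus biotin and DMSO controls · Plate – 1536-well format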
KKLEB tox: counter-screen for CF NF-kB inhibitors: cytotoxicity | KKLEB CF airway cells viability, ATPlite luminescence, overnight; hits give low values; cells stimulated with P. aeruginosa culture filtrate | activity change (cytotoxicity), % at 5 µM | 0.36% of 360,000 active;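 active = corrected activity change at or below -50% at 5 µM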
aDG glyco act: increases alpha dystroglycan glycosylation. 0.22% of 360,000 active. activation, % at 10 µM. Pro5-aDG cells, alpha-DG glycosylation AlphaScreen (IIH6); 0% Pro5, 100% B10-LARGE cell signal. AID 624168;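 active = activation of at least 8% versus controls, or a plate z-score of at least 8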;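 also: Pro5 are CHO cells carrying HIG-tagged alpha-DG that lacks glycosylation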
hiPSC survival: hiPSC single-cell survival enhancement | ATPlite luminescence; 100% = ROCK inhibitor wells, 0% = DMSO | survival enhancement, % at 20 µM | 0.044% of 360,000 active | AID 602274; in the data active = survival enhancement above about 18%;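 also: cells exposed to compounds for 16 hours before the ATP read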
Numbers without * were called inactive; x = no result given. Rows are unselected. Share with any hit: about 4.4%.

SMILES	NR2E3 ag-1	HIF-2a inh	CF NFkB block	Shn3 inh set2	MITF TRPM1 inh	TWEAK-Fn14 inh	Peg3 prom inh	NR2E3 ag-2	KKLEB tox	aDG glyco act	hiPSC survival
O=C(O)C1CCCN1c1ncnc2c1oc1ccccc12 (centres undefined)	-48	-185	3	-26	-2	-1	-56	2	-4	0.0	4.3
O=C(CN1CCC(c2nc3ccccc3s2)CC1)N1CCCCC1	-23	-42	-3	7	-1	13	-5	8	-1	0.1	-0.6
CC1(C)C[C@H]2C3=CCC4[C@@]5(C)CC[C@H](O)[C@](C)(CO)C5CC[C@@]4(C)[C@]3(C)C[C@@H](O)[C@@]2(CO)[C@@H](O)[C@@H]1O (some centres undefined)	17	1	5	5	12	-43	-15	x	10	0.3	3.7
COC(=O)c1c(-n2c(C)cc(C=O)c2C)sc2c1CCCC2	-24	18	4	19	5	4	13	-2	15	0.1	2.2
Cc1cccc(NC2(C(F)(F)F)N=C(c3ccccc3)NC2=O)n1 (centres undefined)	8	16	0	-20	10	-2	12	4	4	0.0	-0.2
Cn1c(=O)c2c(ncn2CC(O)CNc2cccc(Cl)c2)n(C)c1=O (centres undefined)	26	7	2	10	9	-5	14	3	0	0.7	-0.7
COc1cc(S(=O)(=O)N2CCOCC2)ccc1NC(=O)COC(=O)/C=C/c1cc(OC)c(OC)c(OC)c1	1	0	-49	17	-6	9	-16	x	7	0.3	0.2
COc1cc2[nH]c(C(=O)NCCc3ccccc3)cc2c(OC)c1OC	19	-18	-15	-5	-15	7	-29	3	5	0.1	-0.8
COC(=O)CCCC1=CC2=C(c3ccccc3)C(=O)C(C)(OC(=O)C3CCCC3)C(=O)C2=CN1CCN1CCOCC1 (centres undefined)	-25	2	-16	10	8	13	0	3	7	0.0	-2.6
Cc1cc(=O)oc(C)c1C(=O)Nc1ccc(N(C)C)cc1	-8	-4	-10	3	10	5	3	1	5	-0.2	-0.4
CC1C(=O)N2CCCc3cc(NC(=O)C(=O)NCCN4CCOCC4)cc1c32 (centres undefined)	8	5	1	-10	1	17	3	-3	10	0.0	2.4
NS(=O)(=O)c1ccc2nc(NC(=O)c3ccc4c(c3)OCCO4)sc2c1	-20	-9	27	-10	-10	-27	10	-1	-27	0.0	-0.5

Complete entries from above:
COC(=O)CCCC1=CC2=C(c3ccccc3)C(=O)C(C)(OC(=O)C3CCCC3)C(=O)C2=CN1CCN1CCOCC1 (centres undefined) is entered as NR2E3 ag-1: -25; HIF-2a inh: 2; CF NFkB block: -16; Shn3 inh set2: 10; MITF TRPM1 inh: 8; TWEAK-Fn14 inh: 13; Peg3 prom inh: 0; NR2E3 ag-2: 3; KKLEB tox: 7; aDG glyco act: 0.0; hiPSC survival: -2.6
COc1cc2[nH]c(C(=O)NCCc3ccccc3)cc2c(OC)c1OC is entered as NR2E3 ag-1: 19; HIF-2a inh: -18; CF NFkB block: -15; Shn3 inh set2: -5; MITF TRPM1 inh: -15; TWEAK-Fn14 inh: 7; Peg3 prom inh: -29; NR2E3 ag-2: 3; KKLEB tox: 5; aDG glyco act: 0.1; hiPSC survival: -0.8

(more compounds)
SMILES	NR2E3 ag-1	HIF-2a inh	CF NFkB block	Shn3 inh set2	MITF TRPM1 inh	TWEAK-Fn14 inh	Peg3 prom inh	NR2E3 ag-2	KKLEB tox	aDG glyco act	hiPSC survival
CCOC(=O)N1CCN(C(=O)CSc2nnc(-c3cc(OC)cc(OC)c3)o2)CC1	-7	20	-5	5	3	-16	11	-2	-5	-0.3	0.9
O=C(CC(c1ccco1)S(=O)(=O)c1ccccc1)c1ccc(F)cc1 (centres undefined)	-6	-17	9	3	-17	16	-8	-1	0	0.0	-1.9
O=C(Nc1ccc(NC(=O)c2ccco2)c(Cl)c1)c1ccc2c(c1)OCCO2	-44	-198	-22	-61	-65	-18	-134	0	-1	0.3	-0.4
CC(=O)CC(=O)Nc1cccc2c1CCCC2	3	6	3	-11	-8	-7	12	1	2	0.2	0.6
CCCn1c(NCc2cc(OC)ccc2OC)nc2ccccc21	-49	-105	-19	-3	1	-47	-73	-4	-3	0.3	-2.7
COc1cccc(CN2CC(C(=O)N(C)Cc3nc(C)cs3)CCC2=O)c1 (centres undefined)	15	5	-4	-5	3	-3	-2	x	-8	0.0	0.8
CCOc1ccc(C(=O)Nc2c3c(nn2-c2ccc(F)cc2)CS(=O)C3)cc1 (centres undefined)	-7	12	7	-3	-5	-5	9	3	0	0.0	-1.4
CN1CCN(S(=O)(=O)c2ccc(Cc3ccc(S(=O)(=O)N4CCN(C)CC4)cc3)cc2)CC1	9	9	7	14	-7	4	0	2	-5	0.4	-0.6
Cc1cc(C)n2nc(N)c(N=Nc3ccc4c(c3)OCO4)c2n1	1	-8	-8	-28	-1	-36	-10	-4	3	-0.1	-2.1
COc1ccccc1NC(=O)N1CCN(CCc2ccccc2)CC1	-16	18	0	6	10	-12	15	2	11	0.0	0.6
COc1ccc(C2Nc3ccccc3C(=O)N2NS(=O)(=O)c2ccc(C)cc2)cc1OC (centres undefined)	13	0	-8	3	-2	-7	5	-7	-3	-0.1	0.8
CN1C(=O)C(O)(CC(=O)c2ccccc2O)c2cc(Br)ccc21 (centres undefined)	-1	9	37	0	19	24	15	0	2	0.5	-2.4
CCN1C(C(=O)Nc2cc(C)on2)=C(O)c2ccccc2S1(=O)=O	-9	19	-14	-2	-2	3	0	2	12	-0.1	1.5
Cc1ccc(S(=O)(=O)NC(=O)C2(C)CCN2C(=O)C2(c3ccc(Cl)cc3)CC2)cc1 (centres undefined)	16	13	-17	-3	x	-27	5	x	2	0.2	0.4
O=S1(=O)CC(O)C(O)CS1 (centres undefined)	20	2	x	x	x	-6	x	x	x	-0.5	0.0
O=C(NC1(C(F)(F)F)OCCO1)c1ccc(F)cc1	-28	7	0	4	-7	1	-2	0	2	-0.3	-0.5
CCCNC(=O)C1CCCN(S(=O)(=O)c2ccc3c(c2)CC(C)N3C(=O)C2CC2)C1 (centres undefined)	10	15	-1	-18	x	-14	23	-1	-8	-0.1	3.2
OCC(O)C(O)C(O)C(O)c1nc2ccccc2[nH]1 (centres undefined)	-1	3	-8	-2	2	-2	-1	-3	-18	-0.2	0.6
C=C(C)Cn1c(=O)c2c(nc3n2CC(C)CN3Cc2ccccc2)n(C)c1=O (centres undefined)	63	10	7	6	-24	5	7	-1	4	0.3	0.3
CCOC(=O)c1cc(-c2ccccc2)sc1NC(=O)CSc1nnc(N)s1	-17	-30	-13	-3	-7	-17	-3	1	8	1.9	-0.5
CC(=O)N1c2ccc(S(=O)(=O)N(C)CC(=O)NCc3ccc(C)cc3)cc2CC1C (centres undefined)	-16	3	-10	5	6	2	4	0	-4	-0.2	0.1
CC1CC(C)CN(C(=O)CCS(=O)(=O)c2ccc3c(c2)NC(=O)CS3)C1 (centres undefined)	0	19	-23	25	-3	2	6	2	16	-0.1	1.1
CCC(C(=O)NC(C)(C)C)N(Cc1ccccc1Cl)C(=O)c1snc(C(N)=O)c1N (centres undefined)	-8	17	4	13	-8	-23	11	1	-8	-0.1	-0.6
OCCN1CCN(C(=S)Nc2ccccc2)CC1	-16	16	-4	10	-6	-11	5	-2	20	-0.1	1.9
CCC/C=C/c1ccc(CN2C(C)C(=O)N(Cc3cn(CC4CCCCC4)nn3)CCS2(=O)=O)cc1 (centres undefined)	-8	5	25	-10	x	24	5	x	5	0.3	0.9
C=CCNC(=O)c1ccc(N(C)S(=O)(=O)c2ccc(OC)cc2)cc1	15	-3	1	3	-10	5	-5	6	6	-0.5	0.6
CCc1nc2ccc(C(=O)NCCc3ccco3)cc2nc1CC	-46	-174	13	-74	-83	-9	-159	0	0	0.1	-0.3
O=C(Oc1cccc2c(OC(=O)N3CCCC3)cccc12)N1CCCC1	4	6	-1	-2	6	-9	-2	-3	4	0.2	4.2
CCCC1CC(C)(C(=O)Cn2[nH]c(=O)ccc2=O)OC1=O (centres undefined)	-2	21	-7	26	-18	-8	-2	4	8	0.0	1.5
C=C1C(=O)[C@]23C[C@H]1CCC2[C@@]1(C)C(C[C@@H]3O)[C@](C)(C(=O)OC)CC[C@@H]1O (some centres undefined)	-2	99*	90*	99*	x	98*	100*	x	-73*	-0.2	-4.8
O=S(=O)(c1ccccc1)N1N=C(c2ccc(Br)cc2)CC1c1ccco1 (centres undefined)	2	6	29	47	-8	10	23	-1	2	0.5	1.1
CC(=O)Oc1ccc(C(=O)Nc2cccc(C(=O)Nc3ccccc3C(=O)O)c2)cc1	-4	13	-2	4	11	18	4	x	4	0.1	0.9
CS(=O)(=O)N(CC(=O)NCc1ccc2c(c1)OCO2)c1cccc(Cl)c1	-35	6	-34	4	4	-10	6	-1	9	1.2	3.4
COc1ccc(OC)c(S(=O)(=O)NCc2cn3cccc(C)c3n2)c1	18	-5	9	-1	4	8	16	3	2	0.0	2.4
COc1ccc(O)c(C(=O)c2coc(=N)c(C(=O)Nc3ccc(SC(F)F)cc3)c2)c1	-47	-8	5	39	4	-3	28	1	-2	0.4	0.2
Cc1ccc(C(C(=O)NC2CCCC2)N2CCCC(C)C2)cc1 (centres undefined)	-30	2	7	3	-11	-3	-16	4	-7	0.0	-0.3
CC(C)c1ccc2nc3sc(C(=O)N4CCc5ccccc5C4)c(N)c3cc2c1	-55	-125	-1	-18	-14	14	-99	-1	-3	0.0	-2.9
O=C(NCC(=O)N1CCCCC1)c1ccc2ccccc2c1	-66	-139	18	-22	-14	-4	-97	0	8	-0.2	0.3
CC(=O)c1ccc(-c2cccc3nccn23)cc1	-8	-18	14	-20	x	-26	-12	x	-13	-0.1	1.5
O=C(c1cccc2ccccc12)C1CCCN(C(=O)CCCn2cncn2)C1 (centres undefined)	8	-18	11	-12	-4	-4	-14	1	18	0.0	-0.7
Cc1ccc(NS(=O)(=O)c2cc([N+](=O)[O-])ccc2NNC(=S)Nc2cc(C)ccc2C)c(C)c1	16	-6	44	74	37	68*	38	-2	-24	-0.7	-0.7
CCc1nc(C)ccc1OC(=O)C12CC3CC(CC(C3)C1)C2	-13	18	6	-21	-17	15	5	1	-9	1.2	1.6
CCOC(=O)c1cccc(NC(=O)CSc2nnnn2C)c1	-14	-36	-4	-1	-3	0	-7	-1	-4	-0.1	2.6
COC(=O)c1ccccc1OS(=O)(=O)N(C)C	16	30	0	-11	11	-3	13	-1	5	0.3	-4.6
COc1cccc(N2CC(C(=O)NC3CCCCC3)CC2=O)c1 (centres undefined)	-24	8	-3	5	1	-9	13	2	-8	0.0	4.9
CCCCCCCSc1nsc(N)n1	-35	-154	6	-16	-25	9	-85	0	-3	0.0	0.7
